# GPR55 beta-arrestin: GPR55 agonists via beta-arrestin recruitment, primary screen, imaging, U2OS cells, beta-arrestin-GFP redistribution (AID 1961) | U2OS GPR55 beta-arrestin-GFP redistribution imaging; higher % means a stronger effect | activation, % at 10 µM; hits with a dose series show EC50 in µM | hit rate 0.048% among 290,000;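 active = activation above 40% with more than 50 cells counted in the well; inconclusive = wells holding fewer than 50 cells, flagged as toxic or sparse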;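 note: U2OS osteosarcoma cells stably expressing GPR55 and beta-arrestin-GFP; plate controls were DMSO negative control for no effect and LPI positive control for full effect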
# Large T inhibition: SV40 large T antigen inhibitors, biochemical (AID 1903); SV40 large T antigen ATPase/helicase inhibition assay; higher % means a stronger effect; one-dose inhibition, % at 20 µM; IC50 in µM for titrated hits; hit rate 0.39% among 310,000; in the data active = a potency from the dose series; inconclusive = inhibition mostly from about 32% at the one dose, without a potency; inactive = the rest, 99 in 100 with inhibition below about 32%; note: strong numbers were not always called active
# AID2073: disruptors of CaV2.2 binding to Mint1 – biochemical, HTRF (AID 2073); HTRF protein-protein interaction, Mint1-CaV2.2; higher % means a stronger effect; inhibition, % at 20 µM, or IC50 in µM where a hit was titrated; hit rate 0.19% among 290,000; in the data active = inhibition mostly above about 51%, no sharp cut-off; inconclusive = no clear call, values can overlap the other calls; inactive = mostly below about 53%; note: some results filed as inactive read as strong as hits
# Dengue-2 NS5 capping: flavivirus cap methylation enzyme inhibition – biochemical, confirmation dose response, primary screen (AID 588689); Dengue-2 NS5 methyltransferase capping enzyme assay, biochemical; higher % means a stronger effect; inhibition, % at 25 µM, or IC50 in µM where a hit was titrated; hit rate 0.3% among 340,000; in the data active = a potency from the dose series; inconclusive = inhibition above about 29% without an active follow-up result
# Rac1 GTP hydrolysis: MgcRacGAP GTPase-activating activity inhibitors, confirmation, biochemical, ADP Hunter fluorescence. inhibition, % at 30 µM; hits with a dose series show IC50 in µM. hit rate 0.6% among 340,000. AID 624330. MgcRacGAP-stimulated Rac1 GTP hydrolysis, ADP Hunter fluorescence; higher % means a stronger effect; GST-tagged Rac1 F28L mutant substrate;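 active = first-screen hits whose inhibition reached a set limit at any dose in the follow-up dose series; inconclusive = inhibition above the set first-screen limit but never retested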;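 note: fluorescence reports GDP produced by GAP-driven GTP hydrolysis; strong numbers were not always called active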
# GPR35 arrestin U2OS: inhibition of zaprinast-stimulated GPR35 beta-arrestin translocation – imaging, U2OS, beta-arrestin-GFP, zaprinast agonist, primary screen (AID 2058); U2OS GPR35 beta-arrestin-GFP translocation imaging, zaprinast antagonism; higher % means a stronger effect; inhibition, % at 10 µM; hits with a dose series show IC50 in µM; hit rate 0.052% among 290,000;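 active = inhibition of at least 50% with at least 30 cells and total cytoplasm GFP at most 10,000,000; inconclusive = under 30 cells or total GFP of 10,000,000 plus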
# NTR1 ag: NTR1-driven beta-arrestin-GFP spot formation – imaging, U2OS cells, high content, primary screen (AID 493036). P30989. hit rate 0.17% among 330,000. activation, % at 20 µM. agonist mode;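 active = activation at or above 40% of the spot to cytoplasm intensity ratio, with at least 20 cells analyzed; inconclusive = wells under 20 cells, flagged as cytotoxic or low count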;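 note: 0% = DMSO without peptide and 100% = 100 nM NTR1 peptide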
# Target sequence (P30989 whole entry, looked up): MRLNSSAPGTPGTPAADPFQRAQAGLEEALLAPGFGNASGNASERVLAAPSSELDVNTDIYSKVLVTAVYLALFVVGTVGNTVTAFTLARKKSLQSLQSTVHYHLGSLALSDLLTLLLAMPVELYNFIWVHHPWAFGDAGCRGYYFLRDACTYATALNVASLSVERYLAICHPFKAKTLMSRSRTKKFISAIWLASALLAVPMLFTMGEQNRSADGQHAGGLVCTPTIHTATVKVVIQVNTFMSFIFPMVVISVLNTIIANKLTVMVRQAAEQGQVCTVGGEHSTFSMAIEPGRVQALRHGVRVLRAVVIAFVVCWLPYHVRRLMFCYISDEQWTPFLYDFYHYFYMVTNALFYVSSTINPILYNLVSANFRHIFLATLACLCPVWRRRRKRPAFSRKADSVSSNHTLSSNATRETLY
# Yfh1-depleted yeast: enhancers of respiration in Yfh1-depleted yeast, dose response, Friedreich's ataxia, plus single-dose screen (AID 1465); S. cerevisiae Yfh1-off respiration, WST-1 reduction, 72 h; higher fold induction means a stronger effect; fold induction at 50 µM; hits with a dose series show EC50 in µM; hit rate 0.074% among 220,000;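 active = fold induction of absorbance versus untreated yeast above a set limit, then at least 30% activation at any dose in follow-up; inconclusive = repeats straddling the limit, or above it without dose testing; inactive = fold induction below the set limit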;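 note: activators that raise dye reduction in frataxin-depleted yeast; strong numbers were not always called active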
# GPR55 antagonists: GPR55 antagonists blocking LPI-driven arrestin recruitment, primary screen, imaging, U2OS, beta-arrestin-GFP, LPI agonist (AID 2013); U2OS GPR55 beta-arrestin-GFP translocation imaging, LPI antagonism; higher % means a stronger effect; inhibition, % at 10 µM; hits with a dose series show IC50 in µM; hit rate 0.13% among 290,000;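 active = spots per cell inhibited over 60%, with over 100 cells counted and total cytoplasm intensity under 500,000; inconclusive = wells with under 100 cells, flagged as likely toxic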;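 note: U2OS cells stably carrying GPR55 and arrestin-GFP stimulated by 5 µM LPI near EC80; imaged beta-arrestin-GFP aggregate spots per cell after agonist stimulation; plate controls were LPI-stimulated DMSO wells for no effect and DMSO wells without LPI for full effect; some results filed as inactive read as strong as hits; confirmed hits need IC50 under 10 µM and bright autofluorescent wells are also inconclusive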
# NTR1 ag cell count 20 µM: second read-out of NTR1 ag, no call of its own (marks repeat the call); cell count; measured here: cell count, cytotoxicity flag
# Dengue-2 NS5 capping pilot replicate: also measured in Dengue-2 NS5 capping; calls as there; inhibition, %; measured here: pilot screen replicate inhibition
# * hit, by the source's call; i = inactive; ? = inconclusive; . = no result given. Outcome played no part in choosing rows. About 1.7% of those tested had a hit in this group.
SMILES,GPR55 beta-arrestin,Large T inhibition,AID2073,Dengue-2 NS5 capping,Rac1 GTP hydrolysis,GPR35 arrestin U2OS,NTR1 ag,NTR1 ag cell count 20 µM,Yfh1-depleted yeast,GPR55 antagonists,others
CC1(C)CC(=O)C(C2c3ccccc3S(=O)(=O)c3ccccc32)C(=O)C1,0.2%,9%,7%,0%,-1%,3%,-0.3,44,i,-14%,
O=C(CSc1nnc(Cc2cccs2)n1Cc1ccco1)Nc1ccc(Br)cc1,-0.2%,9%,-18%,-17%,0%,8%,1.6,41,i,13%,
Cc1ccc(Nc2cc(C)nc3ncnn23)cc1,0.2%,14%,8%,5%,8%,3%,2.1,51,.,11%,
COCCNC(=S)N1CCc2cc(OC)c(OC)cc2C1COc1cc(C)cc(C)c1 (stereo unspecified),-0.2%,21%,-15%,-1%,0%,-1%,0.5,51,i,-4%,
CSc1ccc(CCNC(=O)CN2C(=O)c3cccnc3Oc3ccc(C)cc32)cc1,-0.2%,1%,17%,-3%,0%,-21%,0.0,74,.,21%,
CCOC(=O)N1CCC(N(CCOC)C(=O)Nc2ccc(C)c(C)c2)CC1,-0.2%,15%,-11%,0%,-2%,-11%,0.1,57,i,13%,
COc1ccc(C(CNc2ncnc3sccc23)N(C)C)cc1OC (stereo unspecified),0.4%,13%,11%,-13%,5%,-3%,1.6,47,.,14%,
CCOC(=O)N1CCC(n2c(=S)[nH]c3cc(OC)c(OC)cc3c2=O)CC1,0.2%,1%,-23%,-4%,-2%,6%,4.3,74,i,9%,
CCn1c(=O)c(C(=O)CN(C)Cc2ccc(F)cc2)c(N)n(Cc2ccccc2)c1=O,0.6%,0%,4%,-6%,5%,-2%,-0.1,62,i,5%,
NC(Cc1c[nH]c2ccc(OCc3ccccc3)cc12)C(=O)O (stereo unspecified),-0.1%,16%,20%,-6%,6%,2%,0.5,96,.,1%,
COc1ccc(OCC(=O)Nc2c(C)ccc3nsnc23)cc1,-0.1%,12%,4%,-3%,6%,8%,-0.1,53,.,20%,
CCN(CC)CCCNC(=O)c1cc(Cl)c(NC(=O)C2=C(C)OCCS2)cc1OC,-0.1%,9%,4%,-12%,4%,-9%,-0.7,86,.,6%,
O=S1(=O)CCOC[C@H](Cc2ccccc2)N1Cc1ccccc1F,.,9%,.,-9%,14%,.,-7.1,98,i,.,
Cc1cc(N/C(=N/S(=O)(=O)c2cc(F)ccc2F)c2ccccc2)n(-c2ccccc2)n1,-0.6%,4%,11%,-11%,9%,-9%,3.6,36,i,-8%,
COCCNC(=O)CN1CCC(NC(=O)c2ccco2)CC1,0.2%,4%,-3%,-3%,8%,-4%,2.8,90,i,9%,
CC(C)C(C(=O)Nc1sc2c(c1C#N)CCCCC2)N1C(=O)c2ccccc2C1=O (stereo unspecified),-0.1%,3%,0%,0%,4%,18%,-1.7,46,i,8%,
COC(=O)c1c(C)oc2ccc(N(C(=O)c3ccncc3)S(=O)(=O)c3ccc4ccccc4c3)cc12,0.7%,18%,14%,-15%,5%,8%,10,70,i,-15%,
C=CCNc1nc(N)c(C(=C(C#N)C#N)c2ccccc2)s1,-0.4%,-6%,15%,-10%,13%,-11%,1.8,56,i,0%,
CC1=C(C(=O)OC2CCCCCCC2)C(c2cccc(O)c2)NC(=O)N1 (stereo unspecified),-0.1%,4%,-2%,1%,10%,-4%,2.2,61,i,31%,
CSc1nsc(SCC(=O)NCc2ccc(C)cc2)n1,0.3%,12%,-4%,.,15%,-1%,-0.8,57,.,8%,

# Among those listed so far, these have four or more nitrogen atoms.
SMILES,GPR55 beta-arrestin,Large T inhibition,AID2073,Dengue-2 NS5 capping,Rac1 GTP hydrolysis,GPR35 arrestin U2OS,NTR1 ag,NTR1 ag cell count 20 µM,Yfh1-depleted yeast,GPR55 antagonists,others
O=C(CSc1nnc(Cc2cccs2)n1Cc1ccco1)Nc1ccc(Br)cc1,-0.2%,9%,-18%,-17%,0%,8%,1.6,41,i,13%,
Cc1ccc(Nc2cc(C)nc3ncnn23)cc1,0.2%,14%,8%,5%,8%,3%,2.1,51,.,11%,
COc1ccc(C(CNc2ncnc3sccc23)N(C)C)cc1OC (stereo unspecified),0.4%,13%,11%,-13%,5%,-3%,1.6,47,.,14%,
CCn1c(=O)c(C(=O)CN(C)Cc2ccc(F)cc2)c(N)n(Cc2ccccc2)c1=O,0.6%,0%,4%,-6%,5%,-2%,-0.1,62,i,5%,
Cc1cc(N/C(=N/S(=O)(=O)c2cc(F)ccc2F)c2ccccc2)n(-c2ccccc2)n1,-0.6%,4%,11%,-11%,9%,-9%,3.6,36,i,-8%,
C=CCNc1nc(N)c(C(=C(C#N)C#N)c2ccccc2)s1,-0.4%,-6%,15%,-10%,13%,-11%,1.8,56,i,0%,

# Continuation:
SMILES,GPR55 beta-arrestin,Large T inhibition,AID2073,Dengue-2 NS5 capping,Rac1 GTP hydrolysis,GPR35 arrestin U2OS,NTR1 ag,NTR1 ag cell count 20 µM,Yfh1-depleted yeast,GPR55 antagonists,others
CCOC(=O)C1(CCOC)CCN(Cc2ccc(C(=O)OC)cc2)CC1,-0.1%,19%,-10%,-14%,-6%,12%,0.4,53,i,-2%,
COc1cc(C(=O)NC(=S)Nc2ccc(Cc3ccncc3)cc2)cc(OC)c1OC,-0.3%,3%,3%,-5%,3%,0%,12,98,.,0%,
COc1cc(/C=N/NC(=O)c2cncc(Br)c2)cc([N+](=O)[O-])c1O,0.0%,4%,5%,-63%,13%,3%,-1.1,66,58µM*,-1%,
COc1ccc(OC)c(NC(=O)CCN2CC(C)OC(C)C2)c1 (stereo unspecified),-1.0%,7%,3%,-6%,4%,8%,0.8,90,i,1%,
O=C(C1CC(=O)N(c2ccccc2)C1)N1CCN(c2ccccc2F)CC1 (stereo unspecified),0.3%,15%,16%,1%,5%,3%,0.7,48,.,13%,
O=C(O)CCN1C(=O)c2ccc(NC(=O)CSc3ccccc3)cc2C1=O,-0.3%,-22%,1%,-2%,4%,22%,-1.5,58,i,-9%,
O=C(CN1CCCN(S(=O)(=O)c2ccc(F)cc2)CC1)Nc1cccc(F)c1,-0.2%,8%,-25%,-6%,1%,1%,2.0,44,.,72%,
CCC(=O)NC(=S)Nc1cccc(NC(=O)CC)c1,-0.1%,4%,?,-3%,7%,9%,1.0,48,i,8%,
O=C(COC(=O)Cc1ccccc1F)Nc1cc(S(=O)(=O)N2CCOCC2)ccc1N1CCCC1,?,4%,4%,3%,-6%,-15%,-0.9,47,i,1%,
CCOCCCNC(=O)CSCc1nc(-c2ccc(SC)cc2)oc1C,-0.3%,2%,11%,-6%,3%,1%,0.3,74,i,-14%,
Cc1c(NC(=O)/C(C#N)=C/c2c(Oc3ccccc3)nc3ccccn3c2=O)c(=O)n(-c2ccccc2)n1C,1.0%,17%,28%,-4%,10%,-1%,-1.7,48,i,6%,
COCC(=O)Nc1c(C(=O)N2CCCC2)oc2ccccc12,1.5%,26%,6%,-9%,4%,-10%,-0.5,78,.,-4%,
O=C1CCC/C(=N/Nc2ccc(Cl)cc2)C1,0.4%,6%,12%,93µM*,5%,10%,1.0,39,i,3%,
O=c1cc(CN2CCC(Cc3ccccc3)CC2)nc2sccn12,0.0%,8%,9%,.,-2%,-6%,-0.4,80,i,13%,
Cc1ccc(OCC(=O)NNC(=O)c2cc3ccccc3o2)cc1C,0.8%,21%,?,-2%,3%,-13%,-1.6,74,i,28%,
O=C(CN1CCCCCC1)Nc1cc([N+](=O)[O-])ccc1Cl,0.2%,5%,4%,3%,5%,7%,-1.1,38,.,-8%,
CCCc1nc(SCC(=O)Nc2cc(C)on2)c2c(=O)n(C)c(=O)n(C)c2n1,-0.2%,10%,-4%,-5%,4%,-8%,2.3,97,i,10%,
Cc1c(NC(=O)C(C)OC(=O)CCC2CCCC2)c(=O)n(-c2ccccc2)n1C (stereo unspecified),0.6%,11%,20%,-9%,9%,-12%,-1.0,56,i,-1%,
O=C(C1CCCN(Cc2ccc(Br)cc2)C1)N1CCCCC1 (stereo unspecified),-0.1%,8%,9%,2%,27%,1%,2.3,87,.,-6%,
O=C(c1ccc(F)cc1)C1CCN(C(=O)NC2CCCCC2)CC1,-0.2%,16%,5%,-9%,4%,16%,-0.4,76,i,16%,
O=C(NCC(c1cccs1)N1CCOCC1)c1cc(S(=O)(=O)N2CCOCC2)ccc1F (stereo unspecified),.,1%,.,-2%,3%,.,0.0,57,.,.,
O=C(OCCOc1cccc(Cl)c1)c1cc(S(=O)(=O)N2CCCCC2)ccc1N1CCOCC1,.,9%,.,-13%,5%,.,2.1,59,.,.,
COc1ccc(C2=NCCc3cc(OC)c(OC)cc32)cc1,0.6%,-11%,34%,2%,-10%,1%,0.2,34,i,12%,
Cc1ccc(-c2cc(C(=O)n3cnc4ccccc43)c3ccccc3n2)cc1C,1.5%,1%,2%,.,2%,11%,3.2,67,i,3%,
O=c1c2ccccc2oc2nc3ccn(Cc4ccncc4)c(=O)c3cc12,-0.1%,16%,?,.,.,22%,.,.,i,4%,
C/C=C/COc1nc2c(c(=O)n(C)c(=O)n2C)n1C,-0.1%,-1%,12%,2%,3%,7%,-2.5,94,i,-4%,
Cc1cccc(Nc2ccccc2C(=O)OCC(=O)NCc2ccco2)c1C,-2.0%,-3%,16%,9%,4%,3%,6.3,85,i,-3%,Dengue-2 NS5 capping pilot replicate=-3.3
Cc1cccc2cc(CN(Cc3cccnc3)C(=O)c3ccccc3F)c(Cl)nc12,-0.3%,7%,19%,-6%,2%,-8%,2.0,38,i,3%,
N#Cc1ccc(NC(=O)CSc2cn[nH]n2)cc1,-0.1%,6%,-3%,-2%,12%,5%,-0.2,45,.,-11%,
CC1=C(C(=O)OCc2ccccc2)C(c2cccnc2)n2ncnc2N1 (stereo unspecified),-0.1%,1%,47%,-3%,-8%,19%,-0.3,57,i,-8%,
CCOC(=O)c1ccc(NC2c3ncccc3C(=O)N2Cc2ccc(F)cc2)cc1 (stereo unspecified),0.0%,11%,8%,-2%,9%,12%,0.2,64,i,10%,
COc1ccc2c(C)cc(=O)oc2c1C,-0.3%,11%,10%,0%,8%,1%,-3.4,15,i,-6%,

# High-throughput results (PubChem)
